LYP phosphatase: inhibitors of LYP phosphatase, biochemical, fluorescence intensity, uHTS (AID 1779); recombinant LYP phosphatase, fluorescence intensity; higher % means a stronger effect; inhibition, % at 11.5 µM; hits with a dose series show IC50 in µM; 0.054% of 290,000 active; in the data active means inhibition above about 50%;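 further: plate controls were vehicle with enzyme for no effect and no enzyme for full effect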
Salmonella PhoP GFP: PhoP-dependent GFP reporter repression – Salmonella Typhimurium, primary screen (AID 1863); S. Typhimurium PhoP-regulated promoter GFP reporter, 4 h; higher % means a stronger effect; inhibition, % at 50 µM, or IC50 in µM where a hit was titrated; 0.16% of 300,000 active;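 active means inhibition over 29.93%, a cutoff 3 SD above the screen mean, later confirmed by dose response; inconclusive means inhibition over 29.93% but no dose response follow-up; inactive means inhibition at most 29.93% or unconfirmed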;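 further: 0% = low Mg2+ inducing control and 100% = high Mg2+ repressing control; strong numbers were not always called active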
GPR35 arrestin U2OS: inhibition of zaprinast-stimulated GPR35 beta-arrestin translocation – imaging, U2OS, beta-arrestin-GFP, zaprinast agonist, primary screen (AID 2058); U2OS GPR35 beta-arrestin-GFP translocation imaging, zaprinast antagonism; higher % means a stronger effect; one-dose inhibition, % at 10 µM; IC50 in µM for titrated hits; 0.052% of 290,000 active;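 active means inhibition of at least 50% with at least 30 cells and total cytoplasm GFP at most 10,000,000; inconclusive means under 30 cells or total GFP of 10,000,000 plus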
CSM14.1 death rescue: protection against thapsigargin-triggered cell killing – 384-well, CSM14.1, ATP luminescence, primary screen (AID 1222); cellular ATP content (survival), % at 20 µM, or EC50 in µM where a hit was titrated; 190,000 tested, under 10 active; CSM14.1 thapsigargin-induced death rescue, ATP luminescence; higher % means a stronger effect;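 active means EC50 below 50 µM in the dose-response confirmation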;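 further: death triggered by thapsigargin at about 15 µM added after 2 h compound pretreatment; cell ATP read after overnight thapsigargin exposure of roughly 18 to 22 hours; normalized against plate controls of thapsigargin alone and 5% DMSO vehicle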
NS5 inhibitors: flavivirus cap methylation enzyme inhibition – biochemical, confirmation dose response, primary screen (AID 588689) | Dengue-2 NS5 methyltransferase capping enzyme assay, biochemical; higher % means a stronger effect | inhibition, % at 25 µM; hits with a dose series show IC50 in µM | 0.3% of 340,000 active; in the data active means a potency from the dose series; inconclusive means inhibition above about 29% without an active follow-up result
RSV antiviral HEp-2: RSV antiviral activity via CPE protection, HEp-2 cells, primary 10 µM value included (AID 2391) | CPE inhibition, % at 10 µM; hits with a dose series show IC50 in µM | 0.13% of 310,000 active | HEp-2 cells, RSV-induced CPE inhibition; higher % means a stronger effect; in the data active means a potency from the dose series; inconclusive means CPE inhibition mostly from about 23% at the one dose, without a potency; inactive means the rest, 99 in 100 with CPE inhibition below about 21%; further: strong numbers were not always called active
West Nile virus CPE: inhibition of WNV-induced cytopathic effect – cell-based, CPE readout (AID 1621); 0.02% of 290,000 active; CPE inhibition, % at 10 µM; hits with a dose series show IC50 in µM; West Nile virus-infected cells, CPE inhibition; higher % means a stronger effect; in the data active means a potency from the dose series; inconclusive means CPE inhibition mostly from about 3.7% at the one dose, without a potency; inactive means the rest, 99 in 100 with CPE inhibition below about 2.2%; further: strong numbers were not always called active
MgcRacGAP inhibition: MgcRacGAP GTPase-activating activity inhibitors, confirmation, biochemical, ADP Hunter fluorescence. inhibition, % at 30 µM; hits with a dose series show IC50 in µM. MgcRacGAP-stimulated Rac1 GTP hydrolysis, ADP Hunter fluorescence; higher % means a stronger effect; GST-tagged Rac1 F28L mutant substrate. AID 624330. 0.6% of 340,000 active;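 active means first-screen hits whose inhibition reached a set limit at any dose in the follow-up dose series; inconclusive means inhibition above the set first-screen limit but never retested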;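 further: fluorescence reports GDP produced by GAP-driven GTP hydrolysis; strong numbers were not always called active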
SV40 large T antigen: TAg ATPase/helicase activity blockers – biochemical (AID 1903); inhibition, % at 20 µM, or IC50 in µM where a hit was titrated; SV40 large T antigen ATPase/helicase inhibition assay; higher % means a stronger effect; 0.39% of 310,000 active; in the data active means a potency from the dose series; inconclusive means inhibition mostly from about 32% at the one dose, without a potency; inactive means the rest, 99 in 100 with inhibition below about 32%; further: strong numbers were not always called active
NS5 inhibitors pilot replicate: also measured in NS5 inhibitors; calls as there; inhibition, %; measured here: pilot screen replicate inhibition
Numbers without * were called inactive; ? = inconclusive; nt = not tested or not shown.

SMILES | LYP phosphatase | Salmonella PhoP GFP | GPR35 arrestin U2OS | CSM14.1 death rescue | NS5 inhibitors | RSV antiviral HEp-2 | West Nile virus CPE | MgcRacGAP inhibition | SV40 large T antigen | others
COc1cccc(C(=O)NCCSc2c(C)[nH]c3ccccc23)c1OC | -1.0% | -12.8% | 0.2% | nt | 2.4% | 16.5% | -0.1% | 0.4% | 12.7%
NC(=O)c1c(C(F)(F)F)cc(-c2ccccc2)nc1NCCO | 24.0% | 13.7% | 14.0% | -0.3% | -3.2% | 1.3% | -0.1% | 4.2% | -0.6%
COc1ccc(/C=N/Nc2nc(-c3ccc(C)cc3)c(NC(C)=O)s2)cc1OC | 6.6% | -7.3% | -10.9% | nt | -1.6% | 4.0% | 0.3% | 8.9% | 20.6%
O=C(CCc1nc2ccccc2[nH]c1=O)OCC(=O)c1cccc2ccccc12 | -4.1% | 2.0% | 11.4% | -0.6% | nt | nt | 0.3% | nt | 1.4%
CCOc1ccc(NC(=O)CN(C)C(=O)c2c(C)nn(-c3ccc(F)cc3)c2Cl)cc1OCC | nt | -3.6% | nt | nt | -5.9% | 1.5% | nt | 8.0% | 2.5%
COc1ccc(C2=NS(=O)(=O)N(C)C(C(=O)N3CCc4ccccc4C3)=C2)cc1OC | 3.3% | nt | 5.4% | nt | -2.2% | 12.2% | -1.0% | 4.0% | nt
CCCc1cc2c(=O)c(-c3nc4ccccc4s3)c(COCC(=O)O)oc2cc1O | 1.6% | -8.4% | -11.7% | -1.1% | -21.9% | nt | -0.4% | 0.8% | 33.8%
COc1ccc2[nH]c(C(=O)O)c(NC(=O)c3ccccc3[N+](=O)[O-])c2c1 | 0.9% | 0.9% | 0.3% | nt | -4.0% | 2.1% | -0.1% | 3.3% | nt
Clc1cccc(Cl)c1Cn1cnc2c(NCc3ccco3)ncnc21 | -2.2% | 13.1% | -4.7% | 0.4% | -2.4% | -1.6% | 0.5% | 4.6% | 8.8%
Fc1ccc(OCCCCCCN2CCCC2)cc1 | -4.7% | 9.2% | 15.4% | -0.1% | 0.7% | -1.5% | 1.9% | -4.8% | -0.6%
CC(C)Nc1nc(NC(C)C)nc(N(C)C(N)=O)n1 | -8.5% | 4.5% | -6.6% | -0.2% | 2.7% | 0.4% | 0.1% | 6.1% | 6.3% | NS5 inhibitors pilot replicate=-2.1
CC(=O)Nc1sc(N/N=C/c2ccc(N(C)C)cc2)nc1-c1ccc(C)cc1 | 4.6% | -10.3% | 4.7% | nt | nt | nt | -0.1% | nt | nt
CCOc1ccccc1Nc1nnc(SCC(=O)NC(Cc2c[nH]c3ccccc23)C(=O)O)s1 (stereo not drawn) | 1.7% | -6.3% | 7.3% | -0.4% | -7.8% | 0.8% | -0.3% | 12.7% | -3.0%
Cn1c(-c2ccc(F)c(F)c2)cc2onc(-c3ccccc3)c2c1=O | nt | 2.0% | nt | nt | 2.0% | 2.3% | nt | 10.9% | 7.7%
CNC(=O)CCc1ccc(OC)cc1 | -3.0% | -9.5% | 2.3% | nt | 6.9% | nt | 0.1% | 8.9% | -13.4%
O=C(c1ccccc1)c1cc2ccccc2o1 | -11.2% | 28.5% | 6.6% | -1.5% | -4.7% | 0.8% | -0.1% | 4.5% | 9.7%
CCOC(CNC(=O)c1ccc(N2CCc3ccccc32)c([N+](=O)[O-])c1)OCC | -7.6% | 4.0% | -17.2% | -0.6% | 0.0% | 10.7% | -1.4% | 5.7% | 1.0%
O=C(c1ccc([N+](=O)[O-])cc1)N(Cc1ccc(Cl)cc1)N1C(=O)CCCC1=O | -2.3% | -4.7% | 25.0% | 2.8% | -6.2% | 3.0% | -0.5% | 8.5% | -0.7%
Cn1c(=O)c2ncn(CC(=O)O)c2n(C)c1=O | -6.0% | 1.2% | 11.9% | nt | 5.2% | 3.5% | 0.0% | 1.0% | 3.2%
CC(C)c1ccc(CNc2c([N+](=O)[O-])c(=O)oc3ccccc23)cc1 | -4.0% | 4.5% | 1.1% | -0.6% | -5.5% | 6.6% | 0.7% | 1.7% | 8.5%
CCNC(=O)CN1C(=O)NC2(CCCc3cc(OC)ccc32)C1=O (stereo not drawn) | 4.5% | -2.6% | -7.0% | -3.1% | -2.7% | 2.0% | 0.1% | 6.4% | 2.3%
C=C(C)CN(CC)CCC(=O)Nc1ccc(OC)cc1OC | -10.0% | 3.5% | 20.0% | -0.5% | 3.0% | 4.2% | 0.1% | -3.0% | 2.7%
CN(C)c1oc(-c2ccccc2Cl)nc1S(=O)(=O)c1ccccc1 | -2.2% | 5.7% | -1.4% | 0.0% | -3.5% | 16.9% | -0.4% | -5.3% | -8.9%
COC(=O)C1=C(C)N(C)C(=O)NC1c1c(OC)ccc2ccccc12 (stereo not drawn) | -1.2% | -10.5% | 0.7% | nt | -5.8% | 1.2% | -0.6% | -1.1% | 10.0%
Nc1cnn(C2OC(CO)C(O)C2O)c(=O)n1 (stereo not drawn) | -4.1% | -3.6% | -8.6% | -0.4% | -12.4% | 1.91µM* | -0.4% | 1.8% | 16.0%
COC(=O)Cc1ccc(NC(=S)N2CCN(c3ccc(OC)cc3)CC2)cc1 | -10.3% | -4.7% | 9.2% | 1.8% | -5.8% | 13.6% | nt | 11.2% | 12.4%
COc1ccccc1CNC(=O)C1CCN(C(=O)[C@@H]2Cc3ccccc3CN2)CC1 | -6.7% | -5.1% | -4.0% | nt | -0.9% | 0.7% | -0.3% | 13.0% | 9.5%
CC(C)CC(c1nnnn1C(C)C)N1CCN(c2ccccc2)CC1 (stereo not drawn) | -6.8% | 3.3% | -4.6% | 3.6% | 7.5% | nt | -0.5% | 12.2% | 20.2%
Cc1ccc(CN2CCC(n3nccc3NC(=O)C3CCOC3)CC2)cc1 (stereo not drawn) | -9.3% | 3.3% | 0.3% | nt | 1.6% | 0.3% | -0.6% | 6.9% | 5.2%
O=C(NCc1ccccn1)C(=O)NCC(c1ccco1)N1CCOCC1 (stereo not drawn) | -7.8% | -3.8% | 18.7% | nt | -0.6% | 0.8% | -0.1% | -0.6% | 7.3%
CCCOC(=O)c1cc(NC(=O)/C=C/c2ccccc2)ccc1O | -0.1% | 2.5% | 6.7% | 8.1% | nt | 32.7% | -1.2% | nt | -3.6%
NNC(=O)c1cc(O)c(O)c(O)c1 | -0.3% | 5.5% | -4.6% | 0.8% | -7.8% | -0.7% | 0.6% | -11.7% | ?
CCOC(=O)Cn1c(-c2ccc(Cl)nc2)nc2ccccc21 | -7.9% | -4.1% | 8.3% | -2.4% | -2.5% | 0.0% | -0.2% | -0.3% | 3.7%
O=C(c1cc(-c2ccc(Br)cc2)n[nH]1)N1CCN(C(=O)c2ccccc2Br)CC1 | -10.8% | 2.3% | -1.0% | nt | -7.1% | ? | 0.7% | 7.1% | 7.6%
O=C(NCCCN1CCc2ccccc2C1)Nc1ccc(Cl)cc1 | -5.3% | -1.4% | 8.8% | -0.8% | -16.8% | -1.9% | 0.3% | 7.4% | 4.1%
CCCCCCCCCCOC(=O)C[N+](C)(C)C/C=C(/C)Cl | -7.7% | 51.1µM* | -7.0% | -2.4% | -4.5% | 0.9% | 0.1% | 0.0% | -2.1%
CC(=O)N1N=C(c2ccccc2)CC1c1cn(Cc2ccccc2)c2ccccc12 (stereo not drawn) | 11.3% | 8.2% | 2.4% | -0.2% | 9.1% | 9.8% | 0.3% | 9.0% | 21.7%
CCOc1ccc(N=C(NN)c2ccc3ccccc3n2)cc1 | 4.5% | 0.1% | -0.1% | -2.2% | 5.8% | 3.2% | -1.1% | 6.1% | 31.4%
Cc1ccc(N2C(=O)N(CC(=O)N(C)Cc3ccccc3)C(=O)C2C)cc1 (stereo not drawn) | -11.5% | 6.7% | 0.5% | -0.7% | -4.9% | 0.6% | -0.2% | 2.9% | 4.9%
CC1=CC=CN2CC(O)CN=C12 (stereo not drawn) | -4.5% | 4.2% | 20.8% | -0.5% | -2.1% | -0.6% | nt | 4.5% | 5.4%
Cc1cc(C)nc(/N=C(/NC(=O)Nc2ccc(Cl)c(Cl)c2)Nc2cccc(Cl)c2)n1 | -1.8% | 16.2% | -5.2% | 4.3% | -2.6% | 6.6% | -0.8% | 10.2% | 10.0%
CCCn1c(SCC(=O)Nc2cccc(S(=O)(=O)N(C)C)c2)nc2ccccc2c1=O | -0.6% | -12.3% | 10.5% | nt | -15.1% | 6.7% | -0.4% | 7.6% | 10.2%
CC(C)(C)N(Cc1cc2ccccc2[nH]c1=O)C(=O)C1CCCCC1 | -4.5% | 3.9% | 4.4% | -3.1% | -1.5% | 8.6% | 0.2% | 4.0% | 9.4%
Cc1ccccc1N=Cc1cc2c(cc1O)OC(N)=C(C#N)C2c1ccccc1 (stereo not drawn) | -5.2% | 6.1% | -0.8% | 0.2% | -39.1% | ? | 0.1% | 3.5% | 13.5%
Cc1ccc(-n2nnnc2SCC(=O)c2cc(C)n(-c3cc(C)on3)c2C)c(C)c1 | -3.3% | 3.8% | 1.1% | -0.2% | -2.8% | 3.4% | -1.1% | 3.5% | -1.3%
Cc1ccc2oc(-c3cccc(NC(=S)NC(=O)c4cccs4)c3)nc2c1 | -3.8% | 3.6% | -2.0% | 0.4% | -6.5% | 1.6% | -0.5% | 1.3% | 12.2%
CC(C)CCC(CCN1CCOCC1)c1ccc2c(c1)OCO2 (stereo not drawn) | -3.6% | 12.7% | -16.1% | 0.4% | -6.2% | -0.6% | -1.8% | 11.9% | 22.5%
Cn1c(NCCCO)nc2ccccc21 | -4.2% | -2.6% | 1.5% | -0.5% | 1.3% | 0.1% | 0.1% | 6.7% | 6.2%
Cc1ccc(-c2noc(C3CCCN(C(=O)c4c(F)cccc4F)C3)n2)cc1 (stereo not drawn) | 5.7% | 6.1% | -7.4% | -0.6% | -5.5% | -0.2% | -0.1% | 1.6% | 1.9%
NNS(=O)(=O)c1ccc(N2CCCC2=O)c([N+](=O)[O-])c1 | -6.1% | 2.1% | -2.3% | 0.4% | -8.4% | -0.3% | 1.2% | 15.7% | 0.6%
O=C(CSc1nnc2ccccn12)Nc1ccccc1C(=O)NC1CC1 | -6.4% | 8.4% | -1.0% | 0.6% | -3.2% | 0.9% | -0.5% | 4.7% | 1.1%
COc1ccc(NC(=O)CSc2ccc3nnc(CCNC(=O)c4ccccc4)n3n2)cc1 | -13.4% | 8.2% | -18.8% | nt | -1.9% | -0.1% | -0.3% | 9.0% | -0.1%

Bioassay records as filed in PubChem.
